EPAC2 antagonist = qHTS for Antagonist of cAMP-regulated guanine nucleotide exchange factor 2 (EPAC2): primary screen; Rap guanine nucleotide exchange factor 4 (Homo sapiens), Q8WZA2; EPAC2 GEF exchange of Rap1B-BODIPY-GDP, fluorescence; Potency, µM (highest dose often 114 µM), inactives show at the top dose activity, negative = inhibition, hits mostly inhibitors; 360,000 tested, 0.18% active; note: % is set by controls: 0 for no effect and ±100 for the full control effect; nearly all actives have a fitted effect of over 45% in size; many of its hits are not listed in these tables
Target sequence (Q8WZA2 whole entry, looked up): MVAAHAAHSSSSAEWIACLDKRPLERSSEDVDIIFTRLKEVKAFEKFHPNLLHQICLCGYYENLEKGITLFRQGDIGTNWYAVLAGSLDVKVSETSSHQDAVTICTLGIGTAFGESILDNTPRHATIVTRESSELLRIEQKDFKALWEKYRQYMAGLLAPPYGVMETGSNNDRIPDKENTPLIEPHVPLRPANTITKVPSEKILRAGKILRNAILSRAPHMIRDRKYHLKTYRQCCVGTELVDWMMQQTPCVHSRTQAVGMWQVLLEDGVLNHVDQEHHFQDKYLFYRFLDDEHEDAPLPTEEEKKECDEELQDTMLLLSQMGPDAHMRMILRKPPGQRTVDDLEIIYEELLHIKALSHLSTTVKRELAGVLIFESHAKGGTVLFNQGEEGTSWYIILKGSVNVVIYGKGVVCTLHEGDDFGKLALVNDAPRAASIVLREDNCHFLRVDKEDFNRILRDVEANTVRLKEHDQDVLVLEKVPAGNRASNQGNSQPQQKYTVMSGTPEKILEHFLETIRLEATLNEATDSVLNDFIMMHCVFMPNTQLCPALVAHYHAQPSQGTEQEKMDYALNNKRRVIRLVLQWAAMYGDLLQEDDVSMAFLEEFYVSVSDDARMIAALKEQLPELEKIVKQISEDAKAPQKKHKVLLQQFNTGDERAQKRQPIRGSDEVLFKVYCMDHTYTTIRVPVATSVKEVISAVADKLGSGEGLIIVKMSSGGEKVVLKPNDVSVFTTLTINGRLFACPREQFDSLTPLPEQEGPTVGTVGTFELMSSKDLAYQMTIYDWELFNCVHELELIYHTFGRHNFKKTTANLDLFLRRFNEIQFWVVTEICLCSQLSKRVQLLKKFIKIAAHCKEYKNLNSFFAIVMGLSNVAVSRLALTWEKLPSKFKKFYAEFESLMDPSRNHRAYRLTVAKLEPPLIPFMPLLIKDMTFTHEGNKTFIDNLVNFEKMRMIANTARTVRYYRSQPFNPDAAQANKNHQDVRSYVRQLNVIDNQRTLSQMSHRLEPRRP
TGFb inhibitor = qHTS for Inhibitors of TGF-b; 410,000 tested, 1.2% active; HepG2 CAGA-GFP TGF-b/SMAD3 reporter, GFP fluorescence, 18 h; TGF-beta stimulated, 500 pg/mL final; Potency, µM (top dose mostly 46.1 µM), for the others: top-dose activity, negative = inhibition, usual class: inhibitors; note: % is set by controls: 0 for no effect and ±100 for the full control effect; nearly all actives have a fitted effect of over 65% in size
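TGF-beta reporter screen: HEPG2 CAGA-GFP, 1% FBS, 500 pg/mL TGF-beta final, 18 h; per-cell GFP summed per well; curves fitted and categorized by class.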
Nrf2 inh = Nrf2 qHTS screen for inhibitors. 360,000 tested, 2.1% active. Potency, µM (doses to about 46 µM), without a hit: top-dose activity change, negative = inhibition, most hits filed as inhibitors. A549 ARE-Fluc reporter, luciferase luminescence, 18-24 h. AID 504444, 2011; note: % is set by controls: 0 for no effect and ±100 for the full control effect; nearly all actives have a fitted effect of over 60% in size
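A549 ARE_Fluc cells (5000/well, 5% FBS OPTI-MEM) pre-incubated 2 h, then treated with compounds 18-24 h at 37C/5% CO2 in concentration-response. CellTiter-Fluor viability read first; BugLite luciferase luminescence after 15 min at room temperature gives Nrf2 activity.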
ATXN2 expr inh = Primary qHTS for Inhibitors of ATXN expression; HEK-293 ATXN2-luciferase reporter, luminescence, 24 h; Potency, µM (top dose mostly 57 µM), inactives show top-dose activity change, negative = inhibition, hits mostly inhibitors; 360,000 tested, 0.72% active; AID 1745845, 2022; note: % is set by controls: 0 for no effect and ±100 for the full control effect; nearly all actives have a fitted effect of over 55% in size
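qHTS (up to 57 uM final) was run with 24 h compound exposure of reporter cells at 37 °C. Each well was multiplexed: SteadyGlo luminescence measured ATXN2-luciferase expression after a fluorogenic Gly-Phe-AFC viability readout (25 uM final).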
Nrf2 activator = qHTS of Nrf2 Activators; AREc32 ARE-luciferase reporter (MCF7-derived line), luminescence, 24 h; Potency, µM (series often up to 46.1 µM), for the others: top-dose activation, hits mostly activators; 410,000 tested, 0.31% active; AID 624171, 2012; note: % of control where 0% means no effect; nearly all actives have a fitted effect of over 65% in size
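Reporter line AREc32 (ARE-Fluc), seeded overnight in OPTI-MEM with 5% FBS; compound pin-transferred, 24 hr at 37 deg C, 5% CO2; luminescent read-out.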
MCF10A rerep = A quantitative high throughput screen for small molecules that induce DNA re-replication in MCF 10a normal breast cells. MCF 10A DNA re-replication, Hoechst nuclear intensity, 48 h. Potency, µM (highest dose often 46.1 µM), for inactives: top-dose activity, positive = re-replication, usual class: activators. 350,000 tested, 2.9% active; note: % of control where 0% means no effect; nearly all actives have a fitted effect of over 50% in size
S2 tox = Viability Counterscreen for Primary qHTS for Inhibitors of ATXN expression. Potency, µM (series often up to 56.7 µM), usual class: cytotoxic. S2 cells (HEK-293 line with an ATXN2-luciferase reporter) viability, CellTiter-Fluor protease fluorescence, 24 h. 400,000 tested, 0.49% active; note: nearly all actives have a fitted effect of over 40% in size
A549 viability = Nrf2 qHTS screen for inhibitors: counterscreen for cytotoxicity; A549 ARE-Fluc cells, CellTiter-Fluor viability, 18-24 h; Potency, µM (top dose mostly 46 µM), inactives show at the top dose activity change, negative = cytotoxicity, usual class: inhibitors; 390,000 tested, 0.16% active; note: % is set by controls: 0 for no effect and ±100 for the full control effect
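A549 ARE_Fluc cells in 5% FBS OPTI-MEM were exposed to compounds in concentration-response for 18-24 h at 37 deg C. Viability was read by CellTiter-Fluor fluorescence (Ex 405/Em 525) after 30 min, before the luciferase read.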
HepG2 viability = qHTS for Inhibitors of TGF-b: Cytotox Counterscreen; HepG2 CAGA-GFP viability, ATP luminescence, 18 h; Potency, µM (highest dose often 46.1 µM), for the others: top-dose activity change, negative = cytotoxicity, most hits filed as cytotoxic; 410,000 tested, 0.76% active; note: some results filed as inactive show a strong effect at the top dose
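HepG2 CAGA-GFP cells (1000/well, DMEM with 1% FBS) received compound, then TGF-beta at 500 pg/mL final, and were incubated 18 hours at 37 degrees C. Viability was read by CellTiter-Glo luminescence. Media-only wells were set as complete cell-killing and DMSO as no toxicity.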
* = called active by the depositor; i = inactive; ? = inconclusive; . = no result given; & = joins results of further samples; [ ] = dose if it differs, or a comment. Calls come from the whole dose curve; as a rule, active = well fitted curve in the direction sought with a large enough effect; inconclusive = small, poorly fitted or top-dose-only effect, or another doubt; inactive = no such curve, though single readings can be large; an effect the other way counts as inactive or inconclusive. Potency is the fitted concentration of half-maximal effect.

compound | EPAC2 antagonist | TGFb inhibitor | Nrf2 inh | ATXN2 expr inh | Nrf2 activator | MCF10A rerep | S2 tox | A549 viability | HepG2 viability
O=c1[nH]c(=O)n(Cc2ccc(F)cc2)c(O)c1C=NCCCO | -0.9% | 2.7% | 9.7% | 2.5% | 0.1% | 6.7% | i | 17.5% | -13.4%
O=P(Oc1ccccc1)(Oc1ccccc1)C(O)c1ccccc1 (centres undefined) | -18.0% | 5.9% | -2.1% | 0.5% | -0.7% | -2.1% | i | -2.1% | 0.6%
O=C1NC(=O)N(c2ccc3c(c2)OCO3)C(=O)/C1=C\c1ccsc1 | -0.2% | 0.0% | -2.4% | 19.9% | 0.2% | ? | ? | -2.0% | 0.5%
C=C(c1ccccc1)P(=O)(O)O | 9.0% | -0.7% | 8.8% | -0.3% | -0.7% | -38.5%[inhibitor] | i | -4.0% | 9.9%
COc1ccc(-c2c3c(=O)n(C)c(=O)n(C)c3c3n2-c2ccccc2NC3c2ccccc2OC)cc1 (centres undefined) | . | ? | -0.2% | -20.8% | -0.9% | . | i | 7.5% | -7.0%
C=CCn1c(O)c(/C=N/NC(=O)CCCC)c(=O)[nH]c1=S | 2.0% | 15.5% | 3.6% | ? | 2.9% | 1.0% | i | 1.2% | -17.0%
Cc1sc(NC(=O)CSc2n[nH]c(N)n2)c(C#N)c1C | -15.7% | 2.5% | -9.7% | -7.0% | 3.2% | ? | i | ? | 3.4%
CCC(=O)N1c2ccc(S(=O)(=O)CCC(=O)N3CCC4(CC3)OCCO4)cc2CC1C (centres undefined) | 1.7% | -1.7% | -7.7% | 4.4% | 0.0% | -1.5% | i | -7.2% | -2.5%
S=P(Nn1cnnc1)(c1ccccc1)c1ccccc1 | -16.2% | -7.4% | -7.7% | . | -1.1% | -1.1% | i | -6.3% | -1.1%
O=c1[nH]c(=S)n(-c2ccccc2)c(O)c1C=NCc1ccccn1 | -8.6% | -7.2% | -4.7% | -0.8% | 0.2% | -3.3% | i | -3.4% | -20.9%
Cc1ccc2c(c1)C1CN(C)CCC1N2C(=O)COc1ccc(N(C)C(=O)C(C)(C)C)cc1 (centres undefined) | -6.3% | -1.1% | ? | -17.4% | 2.5% | 15.7% | i | -0.2% | 2.2%
CCN1CCN(c2cc(N3CCCC3)c([N+](=O)[O-])cc2F)CC1 | -14.1% | 0.4% | -3.3% | -12.2% | 2.0% | 1.6% | i | -2.3% | -26.0%
CCN1C(=O)NC(=O)/C(=C\c2cn(CC(=O)N3CCCCC3C)c3ccccc23)C1=O (centres undefined) | 2.0% | 3.2% | 8.4% | 4.2% | -0.4% | -2.3% | i | -0.8% | 5.8%
Cc1ccc(C2=NCC(=O)Nc3ccc(Br)cc32)cc1 | -1.1% | 17.9% | -3.5% | -14.2% | 0.2% | ? | i | -7.6% | -5.0%
O=P(C(c1c[nH]c2ccccc12)N1CCOCC1)(N1CCOCC1)N1CCOCC1 (centres undefined) | 4.9% | 32.7% | 9.4% | -5.4% | -0.7% | -4.6% | i | 0.0% | 3.6%
O=[N+]([O-])c1ccc(N2CCNCC2)cc1NCc1ccco1 | 2.0% | -6.0% | 8.5% | -6.3% | 1.6% | 21.7% | i | 0.7% | -0.5%
CCC(C(=O)Nc1ccccc1C(=O)OC)n1nc(C)c2c(C)n(-c3ccc(C)cc3)nc2c1=O (centres undefined) | . | 11.2µM* | 18.4µM* | . | -1.4% | . | . | -21.9% | -15.4%
COc1cc(OC)cc(C(=O)Nc2ccc(Cl)cc2C(=O)c2ccccc2Cl)c1 | . | -8.2% | -5.5% | -1.6% | 0.9% | . | i | -1.0% | -22.8%
OCC(Cl)CCl (centres undefined) | -6.7% | 0.1% | -2.2% | -2.1% | 0.5% | -0.6% | i | 3.0% | -5.6%
C=Cn1ccnc1P(=S)(c1nccn1C=C)c1nccn1C=C | 2.5% | 0.0% | -8.0% | -1.1% | -0.8% | 4.0% | i | 0.0% | -0.2%

Part of the list above, with two lines to a compound:
Every second line gives: EPAC2 antagonist	TGFb inhibitor	Nrf2 inh	ATXN2 expr inh	Nrf2 activator	MCF10A rerep	S2 tox	A549 viability	HepG2 viability
O=c1[nH]c(=O)n(Cc2ccc(F)cc2)c(O)c1C=NCCCO
  -0.9%	2.7%	9.7%	2.5%	0.1%	6.7%	i	17.5%	-13.4%
O=P(Oc1ccccc1)(Oc1ccccc1)C(O)c1ccccc1 (centres undefined)
  -18.0%	5.9%	-2.1%	0.5%	-0.7%	-2.1%	i	-2.1%	0.6%
O=C1NC(=O)N(c2ccc3c(c2)OCO3)C(=O)/C1=C\c1ccsc1
  -0.2%	0.0%	-2.4%	19.9%	0.2%	?	?	-2.0%	0.5%
C=C(c1ccccc1)P(=O)(O)O
  9.0%	-0.7%	8.8%	-0.3%	-0.7%	-38.5%[inhibitor]	i	-4.0%	9.9%
COc1ccc(-c2c3c(=O)n(C)c(=O)n(C)c3c3n2-c2ccccc2NC3c2ccccc2OC)cc1 (centres undefined)
  .	?	-0.2%	-20.8%	-0.9%	.	i	7.5%	-7.0%
C=CCn1c(O)c(/C=N/NC(=O)CCCC)c(=O)[nH]c1=S
  2.0%	15.5%	3.6%	?	2.9%	1.0%	i	1.2%	-17.0%

(cont.)
compound | EPAC2 antagonist | TGFb inhibitor | Nrf2 inh | ATXN2 expr inh | Nrf2 activator | MCF10A rerep | S2 tox | A549 viability | HepG2 viability
Cc1ncc(CC(=O)n2cc(C(=O)c3cc(Cl)ccc3O)cn2)s1 | -17.9% | -12.6% | -16.9% | 25.3% | -0.4% | 10µM* | i | -4.2% | 6.9%
CCCCn1c(=O)c(C(=O)Nc2cccc(C)c2)c(O)c2ccccc21 | -7.4% | 8.1% | ? | . | 3.2% | 3.7% | i | -2.0% | 4.7%
COC(=O)C1=C(c2ccc(C(C)=O)cc2)C[C@@H]2CC[C@H]1N2C(=O)N1CCC(O)CC1 | 3.3% | 23.8% | 0.1% | 11.1% | 0.3% | 3.3% | i | -0.9% | 7.3%
CC(=NCc1ccco1)c1c(O)n(Cc2ccccc2)c(=O)[nH]c1=O | -1.9% | -0.9% | -8.1% | -1.7% | 4.1% | 20.6% | i | 3.9% | -3.9%
CCN(CC)c1ccc(N=Cc2c(O)n(Cc3ccco3)c(=O)[nH]c2=O)cc1 | 55.6%[activator] | 45.9%[activator] | -16.8% | -28.5% | 3.1% | 25.9µM* | . | 0.6% | -9.5%
O=C1NC(=O)C(CCc2ccccn2)(Cc2cccc(Cl)c2Cl)C(=O)N1c1ccc(Br)cc1 (centres undefined) | -10.8% | ? | -16.9% | -6.2% | 2.6% | 29.3% | i | -2.5% | 0.0%
O=C(O)CN1C(=O)CN=C(c2ccccn2)c2cc(Cl)ccc21 | -2.4% | -0.7% | 6.4% | . | -0.5% | 25.1% | i | -0.3% | 5.4%
C[C@@H]1CN([C@H](C)CO)C(=O)CCCn2nncc2CO[C@H]1CN(C)C(=O)Nc1ccc(N2CCCCC2)cc1 | 7.0% | -4.2% | . | -2.4% | 1.3% | . | i | . | -7.0%
COc1ccc(C(=O)NC(=S)NNC(=O)c2cccnc2)cc1 | 26.7% | -3.7% | ? | -20.7% | -0.6% | 9.9% | i | -5.8% | 2.4%
N#Cc1ccc(C(=O)N2Cc3cnnn3-c3ccccc3C2C#N)cc1 (centres undefined) | -0.6% | 7.6% | -13.4% | 12.4% | 0.0% | ? | i | -0.4% | -1.8%
COC(=O)C1=C(c2ccc(S(C)(=O)=O)cc2)C[C@@H]2CC[C@H]1N2C(=O)NCCS(C)=O (some centres undefined) | 7.7% | 1.6% | 1.4% | 5.7% | 0.0% | -0.3% | i | -9.1% | -1.5%
O=c1[nH]c(=S)n(-c2ccc(Cl)cc2)c(O)c1C=Nc1ccc(N2CCOCC2)cc1 | 21.2% | -2.9% | 6.8% | -22.9% | -1.3% | 19.4% | i | 0.1% | -4.8%
CCOc1ccc(Nc2c(S(=O)(=O)c3ccc(C)cc3)cnc3ccc(F)cc23)cc1 | . | -15.5% | ? | 7.9% | 2.2% | . | i | -11.1% | -33.0%
COc1ccc2cc1Oc1ccc(cc1)C[C@H]1c3cc(c(OC)cc3CCN1C)Oc1c(OC)c(OC)cc3c1[C@@H](C2)N(C)CC3 | 4.6% | -38.2% | 6.2% | ? | 11.0% | -12.8% | ? | -19.3% | -22.4%
CC(N)C(=O)OC(C)(C)Cc1ccc(Cl)cc1 (centres undefined) | -13.4% | -1.8% | 5.0% | -12.3%&-9.9% | 3.0% | ? | i | 0.5% | -14.6%
C=C1C(=O)O[C@H]2[C@H]1[C@H](OC(=O)CC(=O)O[C@@H]1C[C@@H](C)[C@@H]3C=CC(=O)[C@@]3(C)[C@H]3OC(=O)C(=C)[C@H]13)C[C@@H](C)[C@H]1C=CC(=O)[C@]12C | 2.7% | ? | 9.3% | ? | ? | 2.31µM* | ? | -5.7% | -65.1%
CN1C(=O)C2C[C@@]3(Br)c4ccccc4N(OOSc4ccccc4)[C@H]3N2C(=O)[C@@H]1Cc1ccccc1 (some centres undefined) | ? | 12.6% | -21.3% | -19.7% | 0.8% | 6.6% | i | -4.4% | -13.4%
CCOc1ccc(NC2=NCCCS2)cc1 | 8.1% | 0.0% | 5.8% | -0.6% | 0.1% | -3.1% | i | 3.8% | -10.4%
O=[N+]([O-])c1ccc(Cl)c(Cl)c1Cl | -12.0% | -7.8% | -12.3% | 1.0% | 0.3% | ? | i | -0.1% | -6.2%
C=C(COC(C)=O)CC1CC(O)[C@]2(C)OC3CC4OC5C[C@]6(C)O[C@]7(C)CCC8OC9C[C@]%10(C)OC%11C(C)=CC(=O)OC%11CC%10OC9C[C@@H](C)C8OC7CC6O[C@]5(C)C/C=C\C4OC3CC2O1 (some centres undefined) | 0.2% | ? | 1.5% | 5.8% | -0.3% | -16.7% | i | -1.3% | -18.7%
O=C(NC12CC3CC(CC(C3)C1)C2)OC1CN2CCC1CC2 (centres undefined) | 1.5% | -16.4% | 2.3% | 13.3% | -0.3% | ? | i | -4.4% | -0.3%

Source: PubChem BioAssay

This is a subset; count on the stated rates, not on these rows.
